Bioassay records as filed in PubChem BioAssay.
KDM5B inh: inhibitors of human KDM5B histone demethylase; Q9UGL1; KDM5B demethylase, FDH-coupled NADH fluorescence (FDH is formaldehyde dehydrogenase); Potency, µM (titrated, usually from 57.7 µM), inactives show top-dose activity change, negative = inhibition, usual class: inhibitors; actives 2.6% (n = 220,000); AID 1347165; active means well fitted inhibition curve with a large enough effect; inconclusive means small, poorly fitted or top-dose-only effect; inactive means no such curve, though single readings can be large or run the other way; further: 0% is about no effect; nearly all actives have a fitted effect of over 70% in size
Target sequence (Q9UGL1 whole entry, looked up): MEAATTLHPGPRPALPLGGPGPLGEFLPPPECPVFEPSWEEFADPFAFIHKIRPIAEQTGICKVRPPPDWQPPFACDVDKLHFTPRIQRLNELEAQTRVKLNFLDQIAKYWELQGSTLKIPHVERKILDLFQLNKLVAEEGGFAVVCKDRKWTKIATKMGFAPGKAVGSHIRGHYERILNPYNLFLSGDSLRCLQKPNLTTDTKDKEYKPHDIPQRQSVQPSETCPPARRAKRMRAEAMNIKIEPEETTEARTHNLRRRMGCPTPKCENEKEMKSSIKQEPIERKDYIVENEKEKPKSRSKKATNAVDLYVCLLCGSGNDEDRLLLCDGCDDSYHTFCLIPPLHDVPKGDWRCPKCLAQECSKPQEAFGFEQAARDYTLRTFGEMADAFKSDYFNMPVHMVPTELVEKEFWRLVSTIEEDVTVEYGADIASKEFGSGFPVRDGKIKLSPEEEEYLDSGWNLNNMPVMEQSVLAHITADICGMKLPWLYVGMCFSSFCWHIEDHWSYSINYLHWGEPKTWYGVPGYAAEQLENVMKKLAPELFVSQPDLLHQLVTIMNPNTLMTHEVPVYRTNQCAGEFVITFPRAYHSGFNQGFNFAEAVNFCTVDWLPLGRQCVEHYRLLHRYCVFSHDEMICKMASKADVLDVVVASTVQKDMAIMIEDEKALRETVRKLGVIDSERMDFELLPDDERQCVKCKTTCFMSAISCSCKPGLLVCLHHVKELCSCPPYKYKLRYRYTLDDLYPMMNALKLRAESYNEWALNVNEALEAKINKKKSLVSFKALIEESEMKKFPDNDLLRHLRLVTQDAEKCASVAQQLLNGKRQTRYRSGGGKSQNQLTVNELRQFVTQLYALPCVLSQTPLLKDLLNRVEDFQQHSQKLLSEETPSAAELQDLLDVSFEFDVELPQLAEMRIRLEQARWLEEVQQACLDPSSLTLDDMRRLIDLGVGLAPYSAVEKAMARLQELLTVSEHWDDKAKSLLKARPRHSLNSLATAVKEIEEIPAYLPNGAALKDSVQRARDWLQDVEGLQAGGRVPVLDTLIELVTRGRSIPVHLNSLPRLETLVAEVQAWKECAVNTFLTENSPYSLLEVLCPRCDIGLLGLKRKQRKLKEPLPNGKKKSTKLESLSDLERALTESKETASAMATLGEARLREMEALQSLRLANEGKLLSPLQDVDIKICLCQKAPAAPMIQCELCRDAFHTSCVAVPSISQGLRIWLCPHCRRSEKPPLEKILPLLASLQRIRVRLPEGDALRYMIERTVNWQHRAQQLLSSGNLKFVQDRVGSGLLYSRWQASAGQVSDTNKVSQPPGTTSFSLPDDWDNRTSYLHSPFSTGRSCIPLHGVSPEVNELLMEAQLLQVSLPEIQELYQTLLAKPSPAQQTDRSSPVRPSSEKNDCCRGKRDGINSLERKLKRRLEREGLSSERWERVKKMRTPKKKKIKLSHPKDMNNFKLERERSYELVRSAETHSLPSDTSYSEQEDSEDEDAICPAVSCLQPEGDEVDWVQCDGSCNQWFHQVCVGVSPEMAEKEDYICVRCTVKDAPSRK
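KDM5BΔAP (200 nM final) in 50 mM HEPES pH 7.5, 0.01% Tween-20 was preincubated 10 min at RT with compound over a concentration range. Substrate mix (H3K4me3 12.5 µM, α-KG 25 µM, Fe²⁺, ascorbate, NAD⁺, FDH) was added, and NADH fluorescence change over 30 min gave dose-response curves.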
* marks the source's active call; other numbers are inactive results; i = inactive; ? = inconclusive; [ ] = remark or other dose. Potency means the concentration at half of the fitted maximal effect.

| SMILES | KDM5B inh |
| --- | --- |
| OC1CC([C@@H](Cc2ccccn2)NC2CCC3(CCNCC3)CC2)C1 (some centres undefined) | -15.7% |
| O=C(c1cccs1)N1CCCC(Cc2noc(-c3cnccn3)n2)C1 (centres undefined) | -23.4% |
| COc1ccc(C(=O)N2CCOC3(CCN(C(=O)C(N)Cc4ccccc4)CC3)C2)cc1 (centres undefined) | -5.2%[115 µM] |
| O=C(COc1ccc(-n2cnnn2)cc1)N1CCN(S(=O)(=O)c2ccc3c(c2)CCC3)CC1 | -5.4% |
| CCOc1ccc(-c2cc(OC(=O)c3ccccc3)c3c(C)oc(C)c3c(=O)c2)cc1 | ? |
| CCc1cccc(C)c1NC(=O)Cc1c[nH]c2ccccc12 | 5.3% |
| CCCS(=O)(=O)N1CC(N(C)Cc2cccnc2)C1 | 14.5% |
| COc1ccc(NC(=O)C2CCN(c3cn[nH]c(=O)c3)C2)cc1 (centres undefined) | -7.5% |
| CC(Oc1ccc(Cl)cc1)C(=O)N1CCCc2ccccc21 (centres undefined) | 4.1% |
| COc1ccccc1CNC(=O)C(=O)NCC(c1cccs1)S(=O)(=O)c1ccccc1 (centres undefined) | -40.4% |
| O=C1CCC2(CNC(=O)c3ccco3)CCCC=C2N1 (centres undefined) | 36.8% |
| Cc1cc(C[C@@H]2COC[C@@H]2NC(=O)c2cc(C)oc2-c2ccccc2)on1 | 28.2µM* |
| CC(C)NC(=O)CN(C)c1nc(-c2ccncc2)nc2ccccc12 | -4.3% |
| COC(=O)C1=C(C)NC(=O)NC1c1ccccc1OC (centres undefined) | -28.1% |
| NC(=O)C1CCCN(C(=O)CCc2nnc(C3(c4ccc(Cl)cc4)CCC3)o2)C1 (centres undefined) | 17.6% |

5 of the compounds above, with values ahead of the structure.
KDM5B inh,mol
-23.4%,O=C(c1cccs1)N1CCCC(Cc2noc(-c3cnccn3)n2)C1 (centres undefined)
-5.2%[115 µM],COc1ccc(C(=O)N2CCOC3(CCN(C(=O)C(N)Cc4ccccc4)CC3)C2)cc1 (centres undefined)
-5.4%,O=C(COc1ccc(-n2cnnn2)cc1)N1CCN(S(=O)(=O)c2ccc3c(c2)CCC3)CC1
?,CCOc1ccc(-c2cc(OC(=O)c3ccccc3)c3c(C)oc(C)c3c(=O)c2)cc1
5.3%,CCc1cccc(C)c1NC(=O)Cc1c[nH]c2ccccc12

Following part.
| SMILES | KDM5B inh |
| --- | --- |
| O=C(c1ccc2c(c1)OCO2)N1CCn2c(nnc2-c2ccc(Cl)cc2)C1 | ? |
| CCOC(=O)c1cn(C2CN(S(=O)(=O)c3ccc(C)c(C)c3)C2)nn1 | -11.0% |
| O=C(NCc1cccc(Cl)c1)N1CC=C(c2ccc(F)cc2)CC1 | -7.2% |
| O=C(c1ccc(-n2ccnc2)cc1)N1CCC(c2[nH]ncc2-c2ccccc2)CC1 | 17.9% |
| CC(C)Oc1ccc(CN2C[C@@H](CO)[C@H](c3ccncc3)C2)cc1 | -21.4% |
| O=C(CCn1cncn1)N1CCOC(CC(c2ccccc2)c2ccccc2)C1 (centres undefined) | -7.4% |
| O=C(NCc1cccnc1)c1cc(-c2cccnc2)nc2ccccc12 | -21.7% |
| Cc1cccc(N2CCN(S(=O)(=O)c3c(C)[nH]c(=O)[nH]c3=O)CC2)c1C | 7.2% |
| Cc1nn(CC(=O)N2CCN(c3ccc(Cl)cc3)CC2)c(=O)c2cccn12 | -24.8% |
| Cc1cccc(NC(=O)c2c(NC(=O)c3ccccc3)sc3c2CCC3)c1 | ? |
| c1ccc(-c2ccc3ncc(Nc4ccncc4)n3n2)cc1 | -23.9%[115 µM] |
| Cc1ccc(C)c(N2CCN(CCCNc3ncnc4onc(-c5ccc(Cl)cc5)c34)CC2)c1 | -18.9% |
| CC(CN)(c1ccccn1)N1CCCC1 (centres undefined) | 39.1%[activator][230 µM] |
| COc1ccc2cc(C(C)C(=O)NC3CCCCC3)ccc2c1 (centres undefined) | 3.9% |
| N#Cc1ccccc1NC(=O)c1ccccc1Oc1ccccc1 | -2.4% |
| CCc1cccc(CC)c1NC(=O)c1cc(S(=O)(=O)N2CCc3ccccc32)cn1C | -19.9% |
| O=C(NCc1cccc(C(F)(F)F)c1)c1ccc2c(c1)CCC2 | 17.8% |
| CCOc1cc(C(=O)N2CC(=O)Nc3ccc(F)cc3C2c2ccccc2)cc(OCC)c1OCC (centres undefined) | -13.7% |
| Cc1ccccc1-c1noc(-c2cc(-c3ccc(F)cc3)n[nH]2)n1 | 26.0% |
| CN1CCN(CCNC(=O)c2ccc(CN3CC(=O)N4CCCCC4C3=O)cc2)CC1 (centres undefined) | -12.3% |
| CCS(=O)(=O)N(C1CC1)C1CCOC2(CCN(C(=O)Cc3ccccc3)CC2)C1 (centres undefined) | -20.4% |
| COc1ccc(OC)c(NC(=O)CSCc2ccc(Cl)c(Cl)c2)c1 | -1.5% |
| CC(C)CNc1oc(-c2ccco2)nc1S(=O)(=O)c1ccc2c(c1)OCCO2 | -22.8% |
| CCCc1nc(C(=O)N2C[C@H](c3cccc(OC)c3)[C@@H](N)C2)cs1 | ? |
| COc1ccc(NC(=O)c2[nH]nc3c2CSc2ccccc2-3)c(OC)c1 | -20.5% |
| Cc1ccc(C2(O)CCN(C(=O)c3cnn4cc(CCO)cnc34)CC2)nc1 | -26.3% |
| CCN1Cc2nc(OC)c(CNC(=O)C(C)n3cc(C)cn3)cc2C1=O (centres undefined) | ? |
| COc1ccc(C(=O)N2CC[C@@H]3CN(S(C)(=O)=O)[C@@H]3C2)cn1 | 29.4% |
| Cc1cc(S(=O)(=O)Nc2noc3ccccc23)ccc1F | -25.5% |
| O=C(CC1C(=O)NCCN1C(=O)c1ccccc1)Nc1cc(Cl)ccc1Cl (centres undefined) | -19.0% |
| CCN1C(=O)CCc2cc(NC(=O)c3cncc(Br)c3)ccc21 | -19.8% |
| CC(C)NC(=O)N[C@H]1CCN(C(=O)CC(C)(C)C)[C@@H]1C(=O)N[C@H](Cc1c[nH]c2ccccc12)C(N)=O | -15.3% |
| COc1nccnc1NC1CCN(C(=O)c2ccc3nc[nH]c3c2)CC1 | 28.2µM* |
| O=C(NCCn1cccn1)c1ccc(S(=O)(=O)N2CCC(O)C2)cc1 (centres undefined) | 3.5% |
| O=C(/C=C/c1ccco1)Oc1ccc(Sc2ccc(OC(=O)/C=C/c3ccco3)cc2)cc1 | ? |
| C/C(=N/OC(=O)c1ccc(C(F)(F)F)cc1)c1oc(C)nc1C | 2.0% |
| O=C1CC(c2ccccc2)N(C(=O)CNC(=O)c2ccoc2)CCCCCCN1 (centres undefined) | -14.7% |
| C/C(=N/NC(=O)c1ccc(C)s1)c1cccnc1 | -22.3% |
| Cc1ccc2c(CSc3nnc4ccccn34)cc(=O)oc2c1 | 14.6% |
| O=C(Cc1c[nH]c2ncc(-c3ccccc3)cc12)NCCc1ccccc1 | -29.3%[86.2 µM] |
| COc1ccc2c(-c3ccccc3)cc(SCC(=O)N3CCOCC3)nc2c1 | -3.5% |
| S=C1NC2=C(CCc3ccccc32)C(c2ccccc2Cl)N1 (centres undefined) | ? |
| N#CC(C#N)=Cc1cccn1-c1ccc2ccccc2c1 | 14.5% |
| CC(C)NC(=O)Cc1cccs1 | 18.0% |
| c1cc2nsnc2cc1CN1CCCN(C2CCCC2)CC1 | -31.9% |
| O=S(=O)(c1ccccc1)c1nc(-c2ccco2)oc1NCCN1CCOCC1 | 8.5% |
| COc1ccccc1CNC(=O)c1ccc(C(C)(C)C)cc1 | 3.9% |
| CCC(CC)C(=O)N1CCC2(CC1)C(=O)N(C)c1ccccc12 | 30.7%[activator] |
| Cc1ccc(NC(=O)C2CCCN(c3cnc4ccccc4n3)C2)c(C)c1 (centres undefined) | 9.6% |
| COc1ccc(NC(=O)c2oc3ccccc3c2NC(=O)c2cccc(F)c2)c(OC)c1 | ? |
| O=S(=O)(c1ccccc1)N(CC(O)CN1CCCC1)c1ccccc1 (centres undefined) | -14.3% |
| COc1ccccc1NC(=O)c1cc(C(=O)Nc2ccccc2OC)n(C)n1 | ? |
| CCOc1ccc(-c2nonc2NC(=O)c2ccccc2C)cc1 | -11.6% |
| CC(C)C(=O)N=C1SC2CS(=O)(=O)CC2N1Cc1ccc(Cl)cc1 (centres undefined) | 1.7% |
| Cn1nc(C2CCCN(C(=O)C3CCOCC3)C2)n(C2CCCC2)c1=O (centres undefined) | 11.2% |
| Cc1noc(C)c1-c1cc2c(cc(-c3ccccc3)n2C)c(-c2cnn(C)c2)n1 | 35.5µM* |
| Cc1c(CC(=O)NCCc2ccccc2F)c(=O)oc2cc(O)ccc12 | i |
| CCc1ccc(NC(=O)c2ccc(F)c(S(=O)(=O)N3CCN(c4ccc(OC)cc4)CC3)c2)cc1 | 1.2% |
| COCC(=O)N1CCC2(CC1)SCC(=O)N2c1ccc(OC)cc1 | -8.7% |
| CCOC(=O)C1CCC(CN(Cc2cccc(Br)c2)S(=O)(=O)c2ccc(C)cc2)CC1 (centres undefined) | ? |

Carrying on.
| SMILES | KDM5B inh |
| --- | --- |
| Cc1cccc(C(=O)NC2CCN(c3cc(-c4ccccc4)[nH]n3)CC2)c1 | -20.9% |
| COc1ccc(C)cc1NC(=O)C1CCCN(c2ncnc3onc(-c4ccc(F)cc4)c23)C1 (centres undefined) | 7.5% |
| CCOc1nc(-c2ccccc2)ccc1-c1noc(-c2ccc(C)cc2)n1 | 17.5% |
| CCNC(=O)CN1C(=O)CN(C(=O)NCc2ccccc2)c2ccccc21 | 6.1% |
| CN1c2cc(C(=O)Nc3cc(F)ccc3F)ccc2C(=O)N2CCCCCC21 (centres undefined) | ? |
| O=C(CSc1ncc(-c2ccc(F)cc2)o1)Nc1ccc(F)c(F)c1 | 8.0% |
| CC(=O)c1cccc(NC(=O)CSc2nc(=O)[nH]c3c2CCCC3)c1 | -1.8% |
| CCOC(=O)c1c(C)nn(-c2ccc(NC(=O)/C=C/C(=O)O)cc2)c1C | -1.9% |
| Fc1cc(F)cc(-c2noc3ncnc(NCc4ccccc4)c23)c1 | -4.7% |
| CC1CCC2(CC1)NC(=O)N(CC(N)=O)C2=O (centres undefined) | -19.0% |
| CCCNC(=O)C12CC3CCC(CC(C3)C1)C2 | -17.3% |
| COc1ccc(OC)c(-c2csc(NC(=O)c3nn(C(C)C)c(=O)c4ccccc34)n2)c1 | -7.0% |
| COC(CNC(=O)C1CCN(c2ncnc3sc4c(c23)CCC4)CC1)OC | 24.5% |
| Cc1c(CN(C)Cc2cccc3ncccc23)c(=O)n(-c2ccccc2)n1C | -16.1% |
| CCOc1cc(/C=C2\NC(=O)NC2=O)cc(Cl)c1OCc1cccc(F)c1 | -19.3% |
| CCN1CCN(C(=O)c2cc3c(OC)c(OC)c(OC)cc3[nH]2)CC1 | -6.2% |
| Cc1c(C)n2c3c(=O)[nH]c(=O)n(C)c3nc2n1CCNc1ccc(Cl)cc1 | 0.6% |
| Cn1nc2n(c1=O)CCN(Cc1ccc(Br)s1)CC2 | -24.8% |
| O=C(Cc1c[nH]c2ncc(-c3cccnc3)cc12)NCCc1ccccc1 | 12.2%[86.2 µM] |
| C[S+](=O)([O-])N1CC2(CCN(Cc3cccnc3)CC2)Cc2ccccc21 | 5.9%[115 µM] |
| Cc1nc2ccc(S(=O)(=O)NCC(=O)Nc3ccc(C)c(Cl)c3)cc2s1 | 5.0% |
| COc1cccc(CN(C)CC(=O)Nc2cc(C)nn2-c2ccccc2)c1 | -9.1% |
| O=C1c2ccccc2-c2ccccc21 | 10.8% |
| CCCC12CN3CC(C)(CN(C1)C3c1cc(Br)ccc1OC)C2=O (centres undefined) | -18.3% |
| CCC1CN(C(=O)N2CCC(C(=O)NCc3cccc(C)c3)CC2)c2ccccc2O1 (centres undefined) | 10.0% |
| Cc1ccc(-n2c(C3CCN(C(=O)c4cccc(Cl)c4)CC3)n[nH]c2=O)cc1 | 19.3% |
| O=C(c1ccccc1)N1Cc2[nH]cnc2C[C@H]1c1nc(-c2ccc(Cl)cc2)no1 | -30.9%[86.2 µM] |
| O=C(c1ccc(NS(=O)(=O)c2cccc(F)c2)cc1)N1CCCC1 | -1.6% |
| CC(=O)Nc1cccc(-c2n[nH]c3c2CC(=O)N(c2ccccc2)C3)c1 | -1.9%[86.2 µM] |
| COc1cccc(N2C(=O)c3cc4oc(C)cc4n3CC2(C)C(=O)NC2CCCCCC2)c1 (centres undefined) | -24.8% |
| Nc1nnnn1NCc1ccc(-c2cccc(Cl)c2)o1 | ? |
| CC(C)c1ccc(NC(=O)c2nc3ccccc3n(C)c2=O)cc1 | -6.5% |
| OC(COc1ccc(Cl)cc1)CN1CCN(c2ccccn2)CC1 (centres undefined) | 3.5% |
| COc1cc(=O)n(-c2ccccc2C)nc1C(=O)NCc1ccc2c(c1)OCO2 | -11.5% |
| CC(C)N(Cc1ccccc1)C(=O)Cn1c(=O)cnc2ccccc21 | -15.7% |
| Cc1cc(C)c(S(=O)(=O)N2CC(c3nc(-c4ccncc4)no3)C2)c(C)c1 | -14.1% |
| Cc1noc(C)c1CCNC(=O)C1CCN(C(=O)c2ncn3c2COC(c2ccc(F)cc2)C3)CC1 (centres undefined) | 16.2% |
| O=C1NCN(Cc2ccc(Cl)cc2)C12CCN(Cc1ccccc1)CC2 | 7.5% |
| O=C(c1ccoc1)N1CCCC(n2cc(-c3nc(C4CC4)no3)nn2)C1 (centres undefined) | -21.6% |
| Cc1ccc(CNC(=O)CSC2=Nc3ccccc3C3=NC(C)C(=O)N23)cc1 (centres undefined) | ? |
| Cc1nc2ccc(C(=O)OCC(=O)NC(=O)NC3CC3)cc2nc1C | -8.0% |
| CCCCNC(=O)C1CCC(Cn2c(=O)c3sccc3n(Cc3ccccc3)c2=O)CC1 (centres undefined) | -0.3% |
| Cc1ccc(NC(=O)CSc2nc3nc(N4CCCCC4)sc3c(=O)n2C)cc1 | -1.5% |
| COc1ncccc1-c1cc(C2=CCOCC2)c2cncn2c1 | 35.5µM* |
| COc1ccc(Br)cc1CNC(=O)CSc1n[nH]c(-c2ccccc2)n1 | -19.7% |

The list is partial; count on the stated rates, not on these rows.
